PAFAH1B3 FP inh – PAFAH1B3 (human) inhibition; AID 492972; recombinant PAFAH1B3, FP-rhodamine probe, fluorescence polarization; inhibition, % at 3.39 µM; 0.28% of 340,000 active; Q15102;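 active = inhibition above the screen-wide average of all tested compounds plus 3 SD, cut at about 25% in these data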;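 also: 0% = enzyme with DMSO only and 100% = wells lacking PAFAH1B3 protein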
pPAFAH inh – inhibitors of human plasma PAF acetylhydrolase (pPAFAH) | 1.5% of 330,000 active | inhibition, % at 3.39 µM | Q13093 | recombinant pPAFAH, FP-rhodamine probe fluorescence polarization;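 active = inhibition above the mean inhibition across the screen plus 3 SD, cut at about 25% in these data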;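 also: inhibitors block binding of the rhodamine activity-based probe so polarization drops; 0% = enzyme with DMSO and 100% = wells lacking pPAFAH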
LYPLA2 inh – counter-screen for PME1 inhibitors: inhibitors of human LYPLA2. inhibition, % at 5.9 µM. 0.38% of 320,000 active. O95372. recombinant LYPLA2, FP-Rh probe fluorescence polarization;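 active = inhibition above the screen-wide mean plus 3 SD, limit set per campaign, cut at about 26% in these data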;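 also: 0% = LYPLA2 with DMSO and 100% = wells lacking LYPLA2 enzyme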
PAFAH1B2 FP inh – blocks human PAF acetylhydrolase 1b catalytic subunit 2. recombinant PAFAH1B2, FP-rhodamine activity probe, fluorescence polarization. AID 492953. 1.2% of 340,000 active. P68402. inhibition, % at 3.39 µM;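 active = inhibition above the mean of all tested compounds plus 3 SD, cut at about 24% in these data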;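 also: 0% = enzyme with DMSO and 100% = wells lacking PAFAH1B2; many of its hits are not listed in these tables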
PAFAH2 FP inh – PAFAH2 (human) inhibition; inhibition, % at 3.39 µM; Q99487; AID 492956; 0.99% of 340,000 active; recombinant PAFAH2, FP-rhodamine activity probe, fluorescence polarization;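 active = inhibition above the mean over all tested compounds plus 3 SD, cut at about 30% in these data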;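 also: inhibitors block probe labeling of enzyme so polarization drops; 0% = enzyme with DMSO and 100% = wells lacking PAFAH2 protein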
PREPL inhibitor – human PREPL enzyme inhibition | Q4J6C6 | recombinant PREPL, fluorescence polarization activity-based probe | inhibition, % at 5.96 µM | 0.68% of 320,000 active | AID 2751; in the data active = inhibition above about 43%;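 also: 0% = enzyme with DMSO and 100% = wells lacking enzyme; many of its hits are not listed in these tables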
Target sequence (Q4J6C6 whole entry, looked up): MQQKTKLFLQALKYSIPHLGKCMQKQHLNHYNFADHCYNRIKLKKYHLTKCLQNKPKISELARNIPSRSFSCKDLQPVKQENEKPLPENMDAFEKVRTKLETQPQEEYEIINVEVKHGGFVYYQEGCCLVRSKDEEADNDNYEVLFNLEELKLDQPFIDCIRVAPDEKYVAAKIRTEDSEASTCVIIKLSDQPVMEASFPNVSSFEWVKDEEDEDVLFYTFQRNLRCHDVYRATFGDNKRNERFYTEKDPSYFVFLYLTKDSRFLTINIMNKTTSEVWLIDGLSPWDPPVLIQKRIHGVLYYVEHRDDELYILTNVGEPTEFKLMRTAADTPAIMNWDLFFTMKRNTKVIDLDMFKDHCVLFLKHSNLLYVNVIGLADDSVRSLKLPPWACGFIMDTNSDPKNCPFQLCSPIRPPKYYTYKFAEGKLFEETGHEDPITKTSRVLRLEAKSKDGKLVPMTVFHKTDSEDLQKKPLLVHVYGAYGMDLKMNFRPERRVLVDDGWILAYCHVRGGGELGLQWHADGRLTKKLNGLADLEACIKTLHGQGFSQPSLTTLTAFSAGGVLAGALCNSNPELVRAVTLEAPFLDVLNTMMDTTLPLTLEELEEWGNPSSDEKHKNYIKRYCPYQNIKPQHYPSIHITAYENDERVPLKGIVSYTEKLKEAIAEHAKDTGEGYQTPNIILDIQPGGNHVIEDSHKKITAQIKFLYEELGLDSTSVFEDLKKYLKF
LYPLA1 inh – counter-screen for PME1 inhibitors: inhibitors of human LYPLA1; O75608; recombinant LYPLA1, FP-Rh probe fluorescence polarization; inhibition, % at 5.9 µM; 0.16% of 320,000 active; AID 2174;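 active = inhibition above the mean of all tested compounds plus 3 SD, set per campaign, cut at about 14% in these data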;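 also: inhibitors block serine hydrolase probe labeling of LYPLA1 so polarization falls; 0% = enzyme with DMSO and 100% = wells lacking LYPLA1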
GSTO1 counter – blocks human GSTO1 in RBBP9 counter-screen; inhibition, % at 5.96 µM; 1.1% of 300,000 active; P78417; AID 1974; recombinant GSTO1, activity-based probe fluorescence polarization;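 active = inhibition above the campaign mean inhibition plus 3 SD, cut at about 35% in these data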;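 also: 0% = GSTO1-1 with DMSO and 100% = wells lacking GSTO1-1 enzyme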
Target sequence (P78417 whole entry, looked up): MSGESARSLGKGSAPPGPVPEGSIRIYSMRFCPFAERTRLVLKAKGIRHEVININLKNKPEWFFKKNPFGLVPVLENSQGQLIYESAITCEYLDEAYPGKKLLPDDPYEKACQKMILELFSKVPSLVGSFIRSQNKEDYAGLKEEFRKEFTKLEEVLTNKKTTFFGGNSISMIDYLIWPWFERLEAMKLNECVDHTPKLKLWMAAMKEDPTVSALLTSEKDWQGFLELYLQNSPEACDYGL
PAD4 inh – blocks human protein arginine deiminase 4; AID 485272; recombinant PAD4, RCA probe fluorescence polarization; 0.41% of 330,000 active; inhibition, % at 6.36 µM; Q9UM07;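 active = percent inhibition above a cutoff equal to the mean of all tested compounds plus 3 SD, cut at about 15% in these data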;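 also: 0% = PAD4 with RCA probe and DMSO and 100% = probe without PAD4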
Numbers without * were called inactive; · = no result given.

SMILES	PAFAH1B3 FP inh	pPAFAH inh	LYPLA2 inh	PAFAH1B2 FP inh	PAFAH2 FP inh	PREPL inhibitor	LYPLA1 inh	GSTO1 counter	PAD4 inh
O=C(COC(=O)CCCN1C(=O)c2cccc3cccc(c23)C1=O)Nc1cccc(Br)c1	4	13	0	7	56*	-82	-7	31	-5
O=C(CS(=O)(=O)c1ccc(Cl)cc1)NCCS(=O)(=O)c1ccc(Cl)cc1	5	3	-1	20	-4	6	2	1	-7
CCS(=O)(=O)Nc1ccc(C2=NN(S(=O)(=O)c3ccc(F)cc3)C(c3ccco3)C2)cc1 (centres undefined)	-7	-1	-2	11	3	-3	-4	-2	-7
CC1=Nc2ccccc2N=C(NC(=O)/C=C/C(=O)O)C1c1ccccc1 (centres undefined)	7	6	6	2	-7	-3	0	-8	0
CCC(Sc1nc2c(cnn2-c2ccc(Cl)cc2)c(=O)[nH]1)C(=O)OC (centres undefined)	1	-1	3	-1	-1	-9	1	1	3
Cc1nn(C)c(N)c1-c1ccccc1	7	7	5	0	-1	4	1	5	2
COc1ccc(S(=O)(=O)N2CCCCCC2)cc1C(=O)OCC(=O)NCC(C)C	8	2	-1	9	22	-3	-2	-2	-4
O=S(=O)(c1ccc(Cl)c(C(F)(F)F)c1)N1CCN(c2ccccn2)CC1	-1	2	2	7	3	-4	-1	-3	-4
COc1ccc(-c2coc3cc(O)ccc3c2=O)cc1	11	0	-8	3	-7	-10	0	3	-1
COc1cc(/C=C(\C#N)C(=O)c2c(C)[nH]c3ccccc23)cc(OC)c1OC	5	6	5	0	3	8	-1	6	-1
COc1ccc(-c2nc(C#N)c(NCc3ccc(C)cc3)o2)cc1OC	2	10	8	9	1	21	-1	11	-1
Cc1cc(C)cc(NC(=O)CCn2c(=S)[nH]c3ccccc3c2=O)c1	6	3	0	-2	0	-1	6	1	2
Cc1ccc(/C=C2\SC(=S)N(CCCC(=O)Nc3ccccc3C(=O)O)C2=O)cc1	3	1	6	19	29	4	1	26	1
O=C1CN(C(=O)COC(=O)CCC(=O)c2ccc(F)cc2)c2ccccc2N1	0	-2	·	-1	3	-48	·	·	3
CC(=O)Nc1cc(ON=C(C)C)cc([N+](=O)[O-])c1	-2	6	-4	4	2	-1	0	-1	-5
NNC(=O)CNS(=O)(=O)c1ccc([N+](=O)[O-])cc1	4	4	3	3	3	5	1	8	-4
Cc1ccc(-n2nc3c(=O)n(CCCC(=O)NCc4ccccc4C)nc(C)c3c2C)cc1	1	1	-2	-5	9	-1	-3	2	-4
CC(CCc1ccccc1)NC(=O)c1ccc2nc(N3CCOCC3)sc2c1 (centres undefined)	3	1	4	3	1	14	1	2	-4
CN1c2ccccc2-c2nc3ccccc3n2C1c1ccco1 (centres undefined)	2	4	-1	2	0	2	-1	-6	1
CC(=O)CCS(=O)(=O)c1ccc(Oc2ccc(S(=O)(=O)CCC(C)=O)cc2)cc1	1	3	-6	-1	9	-9	2	-18	-4
CC(=O)c1c(C)[nH]c(C(=O)Nc2ccccc2Cl)c1C	5	13	-2	2	5	-25	-9	7	-2
Cc1nnc(SCc2ccon2)n1-c1ccccc1	7	2	0	4	-1	-4	-3	-1	1
COc1cc(OC)cc(C(=O)NNC(=O)C(=O)Nc2cc(OC)c(Cl)cc2OC)c1	5	10	-2	4	5	3	-2	-1	7
Cc1ccc(NC(=O)CCNC(=O)c2ccco2)cc1	1	8	2	3	0	-3	0	-4	0
O=C(O)CCC(=O)Nc1ccc(C(=O)OCC(=O)c2ccc(Cl)cc2Cl)cc1	0	-7	12	8	62*	-27	0	3	-1
Cc1cc(C(=O)N/N=C/c2cc(Br)cc(Br)c2OC(=O)c2cccc(F)c2)n[nH]1	7	2	-5	0	17	0	-7	11	4
O=C(C1CC(c2ccc(F)cc2)=NO1)N1CCN(c2ccccc2)CC1 (centres undefined)	-10	25	-4	3	0	5	-2	2	1
O=C(c1ccc(Cl)cc1)C1CCN(C(=O)c2ccccc2)CC1	7	3	6	6	9	15	1	1	1
CCOC(=O)c1cccc(-c2c(-c3ccccc3)ncc3cc(OC)c(OC)cc23)c1	-2	2	-2	-1	-2	6	-3	·	1
O=C(Nc1cc(Cl)ccc1O)c1cc(-c2ccco2)on1	0	6	-16	10	-1	3	-19	-9	-4
O=C(Nc1ccc2nsnc2c1)c1ccc2c(c1)OCO2	-2	2	-9	-1	-4	-1	-2	4	-2
CCn1cc(Br)c(C(=O)NC(C)c2ccccc2)n1 (centres undefined)	11	2	3	-3	5	0	3	-1	-4
O=c1c2ccccc2ncn1Cc1ccc(Cl)c(Cl)c1	2	-5	5	5	2	0	-2	0	2
COc1ccccc1OCC(O)Cn1c(=N)n(CCN2CCCCC2)c2ccccc21 (centres undefined)	3	0	2	3	-5	27	0	0	-3
CN(C)S(=O)(=O)N1CCN(C(=O)N2CCCCC2)CC1	-8	2	3	3	7	10	2	-10	-5
Cc1nc([N+](=O)[O-])cn1CC(=O)Nc1ccc2c(c1)OCO2	-5	0	28*	2	5	11	6	7	0
Cc1cc(N)n2nc(C(F)(F)F)nc2n1	2	-3	1	-5	-8	14	1	0	1
Cc1ccc(N2C(=O)CC(Cc3ccc(Cl)cc3)C2=O)cc1 (centres undefined)	0	4	5	4	-1	1	1	6	3
COc1ccccc1N1CN(CCc2ccccc2)CNC1=S	4	0	-2	11	1	6	2	3	1
O=C(c1cccc(Cl)c1)N1CCN(C2CCCCCC2)CC1	-3	-1	-3	1	2	3	0	4	3
Cc1cc(C)c(OCC(=O)N(Cc2ccccc2)C2CCS(=O)(=O)C2)c(C)c1 (centres undefined)	5	2	0	3	-2	3	-2	-1	0
O=C(Nc1ccccc1Cl)NC1(C(=O)N2CCCCC2)CCCCC1	-7	1	-2	0	4	11	4	7	4
O=C1CCC(C(=O)Nc2ccc([N+](=O)[O-])cc2)N1 (centres undefined)	6	9	1	0	2	9	-5	·	-1
CCN1C2=C(C(=O)CCC2)C(c2ccc(O)cc2)C2=C1CCCC2=O	10	10	6	0	3	8	2	12	1
Cc1cccc(N2C(=O)C3CC3C2=O)c1 (centres undefined)	7	4	0	-1	13	1	2	-3	-4
Cc1ccc(C)c(NC(=O)C(C)N2C(=O)c3ccccc3C2=O)c1 (centres undefined)	1	1	-1	1	-2	1	-1	-6	-8
CCCC1(c2ccccc2)NC(=O)N(CC(=O)N2CC(=O)Nc3ccccc32)C1=O (centres undefined)	15	-4	-5	-1	-8	-59	1	·	-2
CC(Oc1cc2oc(=O)c3c(c2cc1Cl)CCC3)C(=O)NCCN1CCOCC1 (centres undefined)	8	2	10	3	4	6	5	-4	0

Sorted by number of heavy atoms (smallest number first): 3 of the compounds above.
SMILES	PAFAH1B3 FP inh	pPAFAH inh	LYPLA2 inh	PAFAH1B2 FP inh	PAFAH2 FP inh	PREPL inhibitor	LYPLA1 inh	GSTO1 counter	PAD4 inh
O=C(O)CCC(=O)Nc1ccc(C(=O)OCC(=O)c2ccc(Cl)cc2Cl)cc1	0	-7	12	8	62*	-27	0	3	-1
COc1ccccc1OCC(O)Cn1c(=N)n(CCN2CCCCC2)c2ccccc21 (centres undefined)	3	0	2	3	-5	27	0	0	-3
O=C(COC(=O)CCCN1C(=O)c2cccc3cccc(c23)C1=O)Nc1cccc(Br)c1	4	13	0	7	56*	-82	-7	31	-5

Next structures follow.
SMILES	PAFAH1B3 FP inh	pPAFAH inh	LYPLA2 inh	PAFAH1B2 FP inh	PAFAH2 FP inh	PREPL inhibitor	LYPLA1 inh	GSTO1 counter	PAD4 inh
N#CCC(=O)Nc1ccc(C(=O)OCC(=O)N(Cc2ccccc2)C2CCS(=O)(=O)C2)cc1 (centres undefined)	4	-1	-41	4	0	-16	-16	-14	-53
COC(=O)c1ccc(NC(=O)CSc2nnc(C)n2-c2ccccc2)cc1	4	4	1	-5	-6	4	-1	-3	0
Cc1ccc(C)c(N2N=C(C(=O)O)CCC2=O)c1	4	1	6	5	0	-7	3	-8	-6
COc1ccccc1CCNC(=O)Cc1cccs1	2	6	0	0	-3	1	2	8	-2
Cc1ccc(-c2nn(Cc3ccccc3)cc2/C=C/C(=O)O)cc1C	11	2	1	5	6	-2	-2	-6	-6
O=C(c1ccco1)N1CCN(C(=O)c2cc(-c3ccc(F)cc3)no2)CC1	-1	10	-14	-1	12	2	-4	-5	1
COc1ccc(C2C(C(=O)Nc3cc(OC)c(OC)c(OC)c3)c3ccccc3C(=O)N2C)cc1OC (centres undefined)	7	-4	-4	2	-8	2	-2	11	4
CN(N)c1nc(-c2ccccc2)nnc1C(F)(F)F	-3	3	0	-1	3	1	-1	-1	-4
COc1ccc(C(C)=O)cc1CN1C(=O)NC2(CCCCCC2)C1=O	0	0	5	-3	-4	-7	1	4	2
CCOC(=O)c1c[nH]c2nc(C)ccc2c1=O	3	1	4	-1	4	3	-1	3	0
COc1ccc(NC(=O)CN(C)S(=O)(=O)c2ccc3c(c2)c(=O)n(C)c(=O)n3C)cc1	8	3	2	4	-2	-1	3	-2	1
CCOC(=O)CSc1nn(-c2ccccc2)c(=S)s1	-5	2	15	5	3	9	3	1	-2

15 structures out of the list, sorted by molar mass, low to high:
SMILES	PAFAH1B3 FP inh	pPAFAH inh	LYPLA2 inh	PAFAH1B2 FP inh	PAFAH2 FP inh	PREPL inhibitor	LYPLA1 inh	GSTO1 counter	PAD4 inh
Cc1cccc(N2C(=O)C3CC3C2=O)c1 (centres undefined)	7	4	0	-1	13	1	2	-3	-4
Cc1ccc(C)c(N2N=C(C(=O)O)CCC2=O)c1	4	1	6	5	0	-7	3	-8	-6
O=C1CCC(C(=O)Nc2ccc([N+](=O)[O-])cc2)N1 (centres undefined)	6	9	1	0	2	9	-5	·	-1
COc1ccccc1CCNC(=O)Cc1cccs1	2	6	0	0	-3	1	2	8	-2
CCOC(=O)CSc1nn(-c2ccccc2)c(=S)s1	-5	2	15	5	3	9	3	1	-2
Cc1ccc(C)c(NC(=O)C(C)N2C(=O)c3ccccc3C2=O)c1 (centres undefined)	1	1	-1	1	-2	1	-1	-6	-8
Cc1ccc(-c2nn(Cc3ccccc3)cc2/C=C/C(=O)O)cc1C	11	2	1	5	6	-2	-2	-6	-6
CCN1C2=C(C(=O)CCC2)C(c2ccc(O)cc2)C2=C1CCCC2=O	10	10	6	0	3	8	2	12	1
COc1ccc(C(C)=O)cc1CN1C(=O)NC2(CCCCCC2)C1=O	0	0	5	-3	-4	-7	1	4	2
O=C(c1ccco1)N1CCN(C(=O)c2cc(-c3ccc(F)cc3)no2)CC1	-1	10	-14	-1	12	2	-4	-5	1
COC(=O)c1ccc(NC(=O)CSc2nnc(C)n2-c2ccccc2)cc1	4	4	1	-5	-6	4	-1	-3	0
CCCC1(c2ccccc2)NC(=O)N(CC(=O)N2CC(=O)Nc3ccccc32)C1=O (centres undefined)	15	-4	-5	-1	-8	-59	1	·	-2
COc1ccc(NC(=O)CN(C)S(=O)(=O)c2ccc3c(c2)c(=O)n(C)c(=O)n3C)cc1	8	3	2	4	-2	-1	3	-2	1
N#CCC(=O)Nc1ccc(C(=O)OCC(=O)N(Cc2ccccc2)C2CCS(=O)(=O)C2)cc1 (centres undefined)	4	-1	-41	4	0	-16	-16	-14	-53
COc1ccc(C2C(C(=O)Nc3cc(OC)c(OC)c(OC)c3)c3ccccc3C(=O)N2C)cc1OC (centres undefined)	7	-4	-4	2	-8	2	-2	11	4

These rows are one share of the data, so the mix of outcomes need not match the whole.
